High-throughput results: PubChem, The Scripps Research Institute Molecular Screening Center
GAA850 FXN act: activators of GAA850 frataxin (FXN) promoter. HEK293 lucGAA850 FXN promoter luciferase reporter, 24 h; percent of 10 µM SAHA response. hit rate 0.56% among 360,000. activation, % at 6 µM;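 active = activation above the average of all compounds screened plus 3 SD, cutoff fixed separately per campaign, cut at about 7.5% in these data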;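 also: 0% = DMSO wells and 100% = 10 µM SAHA wells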
PLC-beta3 inh: PLC-beta3 (human) inhibition, primary screen; Q01970; Purified PLC-beta3, fluorogenic substrate, fluorescence; inhibition, % at 12.2 µM; hit rate 0.18% among 370,000; AID 720704; in the data active = inhibition above about 11%;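 also: 0% = median of compound wells on plate and 100% = full blocker control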
sPLA2-III inh: Inhibits HGIII-sPLA2 liposome hydrolysis, primary screen | AID 743126 | hit rate 0.56% among 370,000 | QFRET BODIPY PC-A2 liposome hydrolysis, fluorescence | inhibition, % at 12.2 µM | Q9NZ20;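 active = inhibition above mean plus 3 SD of compounds lying within the high and low control bounds, cut at about 19% in these data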;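 also: 0% = median of test compound wells and 100% = no enzyme DMSO wells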
hcDAF-12 act: activates DAF-12 receptor from parasite H. contortus. HEK293 hcDAF-12 lit1-tk-luc reporter, luminescence; 0% DMSO, 100% Δ7-dafachronic acid. activation, % at 6.8 µM. hit rate 1.4% among 370,000. AID 652067;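 active = activation above the mean of all tested compounds plus 3 SD, cut at about 5.5% in these data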;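 also: 100% = response to 3 µM Δ7-dafachronic acid high control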
DAX1 inh-1: blocks DAX1 repression of SF-1 activated StAR promoter | HEK293T StAR-luciferase reporter, SF-1/DAX-1 repression relief | inhibition, % at 6.8 µM | hit rate 1.1% among 370,000 | AID 652010;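 active = inhibition above the mean over all tested compounds plus 3 SD, cut at about 3.6% in these data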;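 also: 0% = DAX-1 cells with DMSO and 100% = cells lacking DAX-1 with DMSO; higher inhibition means more luminescence from relief of DAX-1 repression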
PLC-gamma1 inh: blocks human PLC-gamma1 enzyme activity. purified PLC-gamma1, fluorogenic substrate, fluorescence. inhibition, % at 12.2 µM. hit rate 0.84% among 370,000; in the data active = inhibition above about 9.5%
ssDAF12 agonist: S. stercoralis DAF-12 activation, primary screen; hit rate 1% among 370,000; AID 652126; activation, % at 6.8 µM; HEK293 ssDAF-12/GRIP1 lit1-tk-luc reporter, luminescence; % of 3 µM dafachronic acid response;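 active = activation above the mean over all tested compounds plus 3 SD, cut at about 0.9% in these data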;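 also: 0% = DMSO-only wells and 100% = 3 µM delta7-dafachronic acid wells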
ADAM10 inh: inhibitors of human ADAM10; O14672; recombinant ADAM10, EDANS/DABCYL FRET peptide cleavage, 3 h; inhibition, % at 7 µM; hit rate 0.62% among 370,000;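 active = inhibition above a per-campaign cutoff equal to the mean of compounds falling between control-based bounds plus 3 SD, cut at about 20% in these data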;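 also: 0% = DMSO wells while the 100% control is not disclosed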
ADAM17 inh: ADAM17 inhibition, QFRET primary screen | recombinant ADAM17, EDANS/DABCYL FRET peptide cleavage | AID 720648 | inhibition, % at 6.95 µM | P78536 | hit rate 0.83% among 370,000;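 active = inhibition above the mean of compounds lying between control limits plus 3 SD, set per campaign, cut at about 8.5% in these data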;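 also: 0% = DMSO-only wells as the low control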
Target sequence (P78536 215-824 limits assumed): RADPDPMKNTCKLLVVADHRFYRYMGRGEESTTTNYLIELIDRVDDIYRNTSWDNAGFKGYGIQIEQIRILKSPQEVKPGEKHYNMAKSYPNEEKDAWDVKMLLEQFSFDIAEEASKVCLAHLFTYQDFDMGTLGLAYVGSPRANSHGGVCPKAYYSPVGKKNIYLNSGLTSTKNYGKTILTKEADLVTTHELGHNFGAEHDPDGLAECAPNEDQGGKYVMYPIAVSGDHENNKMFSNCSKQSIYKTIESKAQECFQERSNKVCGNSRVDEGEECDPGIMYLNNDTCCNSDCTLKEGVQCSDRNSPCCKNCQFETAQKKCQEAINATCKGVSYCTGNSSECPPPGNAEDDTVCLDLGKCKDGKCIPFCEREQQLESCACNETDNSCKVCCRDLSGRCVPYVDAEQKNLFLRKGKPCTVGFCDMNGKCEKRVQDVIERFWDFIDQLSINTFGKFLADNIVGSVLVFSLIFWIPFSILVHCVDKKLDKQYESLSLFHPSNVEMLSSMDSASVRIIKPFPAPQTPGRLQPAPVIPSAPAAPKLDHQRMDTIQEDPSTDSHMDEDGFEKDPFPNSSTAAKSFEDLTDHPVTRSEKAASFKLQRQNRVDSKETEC
hgDAF12 agonist: hgDAF-12 agonism, primary luciferase screen. HEK293 GAL4-hgDAF12 UAS-luciferase reporter, agonist luminescence; normalized to butyrate control. activation, % at 6.8 µM. hit rate 1.8% among 370,000. AID 687014;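 active = activation above a cutoff set at the mean of all screened compounds plus 3 SD, cut at about 10% in these data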;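 also: 0% = DMSO wells and 100% = sodium butyrate wells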
DAX1 inh-2: inhibitors of human orphan nuclear receptor DAX1 (NR0B1) | P51843 | HEK293 Gal4-DAX1 luciferase reporter, luminescence | inhibition, % at 6.75 µM | hit rate 0.99% among 340,000 | AID 504766;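 active = inhibition above the mean over all tested compounds plus 3 SD, cut at about 4.2% in these data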;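 also: 0% = DAX1-transfected cells with DMSO and 100% = empty-vector control cells with DMSO; inhibition shows as a rise in luminescence from relieved DAX1 repression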
Target sequence (P51843 207-470 limits assumed): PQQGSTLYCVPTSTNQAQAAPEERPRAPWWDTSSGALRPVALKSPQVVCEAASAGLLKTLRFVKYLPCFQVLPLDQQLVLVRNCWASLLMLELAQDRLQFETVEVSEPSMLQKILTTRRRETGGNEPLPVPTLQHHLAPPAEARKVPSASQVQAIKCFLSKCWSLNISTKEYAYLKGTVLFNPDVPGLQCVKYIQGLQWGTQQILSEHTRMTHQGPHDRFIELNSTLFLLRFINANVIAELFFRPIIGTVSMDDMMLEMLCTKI
* marks the source's active call; other numbers are inactive results; i = inactive; x = no result given; & = joins results of further samples. Only part of the results is shown; the hit share may differ from the screen's.

SMILES	GAA850 FXN act	PLC-beta3 inh	sPLA2-III inh	hcDAF-12 act	DAX1 inh-1	PLC-gamma1 inh	ssDAF12 agonist	ADAM10 inh	ADAM17 inh	hgDAF12 agonist	DAX1 inh-2
CC1(C)N2CC3([N+](=O)[O-])CN1CC([N+](=O)[O-])(C2)C3	0.7	-4.0	-5.5	-1.0	0.3	2.5	-1.2	-5.2	1.2	2.8	1.6
Cc1cnc(-n2c(=S)[nH]c3ccccc3c2=O)s1	2.4	-3.7	3.6	1.1	-0.8	-1.4	-1.3	3.1	1.4	1.1	-0.7
C=CCN1CC[C@]23c4c5ccc(O)c4O[C@H]2/C(=N/NC(=O)c2ccccc2)CC[C@@]3(O)[C@H]1C5	1.0	-0.6	-18.6	0.3	1.2	3.0	-1.3	1.6	-2.4	8.5	0.4
COc1ccc(N/N=C/c2c(O)n(-c3cccc(C)c3)c(=O)[nH]c2=O)cc1	-1.5	-8.5	-6.6	-1.5	-0.7	-6.0	-0.7	-9.6	0.6	-3.3	-4.5
CC1CCC2C(C)C(=O)OC3OC4(C)CCC1C32OO4 (centres undefined)	-1.4	0.3	7.8	-1.6	-0.3	1.3	-1.3	-6.6	-5.2	-2.3	1.1
CCOc1cccc(N2C(=O)CC(=O)NC2=O)c1	2.1	-4.8	-6.6	-0.6	-0.1	-4.1	-0.7	-1.1	-4.8	4.0	-0.4
COc1ccc(C2SCC(=O)Nc3c2c(=O)[nH]n3C2CCCCCC2)cc1OC (centres undefined)	-1.1	-2.0	3.4	-0.7	0.4	-3.5	-1.0	-2.9	-5.6	-2.6	0.4
O=C(Nc1ccc(Cl)cc1)Nc1nccs1	-1.4	1.7	-4.5	1.9	-1.9	0.7	0.0	6.2	-0.4	10.5*	-1.2
O=C1NC(=O)C(CCc2ccncc2)(CCc2ccncc2)C(=O)N1CCc1ccc(F)cc1	-0.5	-3.5	-2.6	-0.8	1.3	-0.4	-2.4	-1.8	-5.3	-2.1	-0.5
O=C(O)c1cc2ccccc2n1C1CCN(Cc2ccccc2)CC1	x	1.1	-1.0	-3.1	-1.1	1.3	-1.0	-1.4	0.0	2.3	x
O=C(N/N=C/c1c(O)n(Cc2ccccc2)c(=O)[nH]c1=O)c1ccccc1	5.2	-22.9	-2.4	3.7	2.3	-21.3	-0.8	-87.7	-21.4	16.0*	0.6
FC(F)(F)c1ccc(CN2CCNCC2)cc1	2.4	0.9	5.5	0.4	0.1	0.1	-1.6	-9.6	-1.2	-3.5	1.0
C=CC(=O)NCNC(=O)C=C	-2.0	-6.9	13.4	-1.5	1.3	3.5	-1.4	-18.4	-2.3	-2.7	0.2
COc1ccccc1N1C(=O)NC(=O)/C(=C/c2ccc([N+](=O)[O-])s2)C1=O	x	-26.3	-20.2	-1.9	0.1	-12.2	-0.9	-2.6	0.1	-1.5	x
Cc1ccc2c(C)c3ccc4ccccc4c3c[n+]2c1	-1.3	-131.4	10.5	1.4	-3.1	-103.4	-1.1	i	-318.9	0.3	-2.2
Nc1ccc(C(=O)N/N=C2/CN3CCC2CC3)cc1	0.4	1.9	6.5	0.7	0.6	-1.0	-1.4	-2.4	0.0	5.2	-0.2
CCCNC(=O)N1[C@H]2CC[C@@H]1C(C(=O)OC)=C(c1c(C)noc1C)C2	0.2	-1.0	10.3	3.0	0.3	1.5	-1.5	-13.9	1.6	-1.7	1.2
CCN(CC)CCN=Cc1c(O)n(Cc2ccccc2)c(=O)[nH]c1=O	1.0&2.0	-10.2&-2.1	2.6&5.5	-1.4&-0.6	0.0&0.0	2.1&3.2	-1.1&-1.1	-2.8&3.4	-2.9&-6.4	-1.4&0.9	-1.7&2.3
O=c1[nH]c(=O)n(-c2ccc(F)cc2)c(O)c1C=NCCN1CCCCC1	-0.1	-6.2	10.4	1.1	0.5	-0.6	0.1	-1.4	-6.0	0.4	1.7
CN1CCCC(C(=O)c2ccccc2)C1 (centres undefined)	0.4	-1.6	1.0	-0.5	0.2	-2.3	-1.1	-9.1	-4.1	3.2	1.2
N#CCCn1cc(C=C2C(=O)NC(=O)NC2=O)c(-c2ccccc2)n1	2.2	-1.1	1.2	1.1	0.3	0.7	-1.5	-1.0	1.8	2.8	0.5
CCCCOC(=O)C1=C(N)OC2=C(C(=O)CCC2)[C@]12C(=O)Nc1ccccc12	-0.6	5.8	8.0	2.5	-0.1	-2.3	-0.5	-1.0	-1.0	4.3	0.2
CN1C(=O)CN=C(c2ccccc2Cl)c2cc(Br)ccc21	0.7	-6.8	10.0	-1.6	-0.2	-4.1	-0.1	-1.5	-3.6	-2.1	-0.6
CCCCNC(=O)CN1C(=O)CN=C(c2ccccc2)c2ccccc21	-1.9	-5.9	4.7	-2.1	-0.3	1.3	-1.3	4.0	-2.2	-2.7	-0.5
O=[N+]([O-])c1ccccc1CN1CC=C(c2ccc(F)cc2)CC1	1.3	-1.4	11.9	0.1	0.4	0.0	-0.6	-4.1	-2.2	-1.8	0.5

Record cards, from the list above.
Listed for `CN1C(=O)CN=C(c2ccccc2Cl)c2cc(Br)ccc21` : GAA850 FXN act: 0.7; PLC-beta3 inh: -6.8; sPLA2-III inh: 10.0; hcDAF-12 act: -1.6; DAX1 inh-1: -0.2; PLC-gamma1 inh: -4.1; ssDAF12 agonist: -0.1; ADAM10 inh: -1.5; ADAM17 inh: -3.6; hgDAF12 agonist: -2.1; DAX1 inh-2: -0.6
Listed for `COc1ccc(C2SCC(=O)Nc3c2c(=O)[nH]n3C2CCCCCC2)cc1OC` (centres undefined) : GAA850 FXN act: -1.1; PLC-beta3 inh: -2.0; sPLA2-III inh: 3.4; hcDAF-12 act: -0.7; DAX1 inh-1: 0.4; PLC-gamma1 inh: -3.5; ssDAF12 agonist: -1.0; ADAM10 inh: -2.9; ADAM17 inh: -5.6; hgDAF12 agonist: -2.6; DAX1 inh-2: 0.4
Listed for `CCCCNC(=O)CN1C(=O)CN=C(c2ccccc2)c2ccccc21` : GAA850 FXN act: -1.9; PLC-beta3 inh: -5.9; sPLA2-III inh: 4.7; hcDAF-12 act: -2.1; DAX1 inh-1: -0.3; PLC-gamma1 inh: 1.3; ssDAF12 agonist: -1.3; ADAM10 inh: 4.0; ADAM17 inh: -2.2; hgDAF12 agonist: -2.7; DAX1 inh-2: -0.5

Following part:
SMILES	GAA850 FXN act	PLC-beta3 inh	sPLA2-III inh	hcDAF-12 act	DAX1 inh-1	PLC-gamma1 inh	ssDAF12 agonist	ADAM10 inh	ADAM17 inh	hgDAF12 agonist	DAX1 inh-2
CC(C)CNC(=O)c1c(N)n(Cc2ccco2)c2nc3ccccc3nc12	3.1	i	-3.3	-0.8	-1.2	i	-1.2	i	-461.4	0.9	1.8
O=C(O)C(Br)CBr (centres undefined)	0.1	-0.8	3.7	-0.1	0.3	-0.2	-1.5	-5.7	-3.0	-1.5	1.1
O=C(O)[C@H]1NC[C@H]2C[C@H]21	0.1	-2.6	1.8	-1.4	0.1	-0.3	-0.5	-3.5	-5.0	1.9	4.8*
NCCc1c(Cc2ccccc2)[nH]c2ccccc12	-1.8	-7.4	2.3	0.6	0.1	-3.6	0.1	-6.0	-5.2	1.1	x
CCC(=NCCO)c1c(O)n(C2CCCCC2)c(=O)[nH]c1=O	2.3	4.7	-6.4	-0.5	0.4	-0.1	-0.9	2.0	0.9	0.0	-0.6
O=c1[nH]c(=O)n(-c2cccc3ccccc23)c(O)c1C=NCCCn1ccnc1	-2.2	-3.4	2.5	-0.2	-0.4	0.2	-1.2	-18.6	0.2	-1.4	0.6
COC(=O)C1=C(c2cccc(C#N)c2)C[C@@H]2CC[C@H]1N2C(=O)NCCNC(C)=O	-0.1	3.0	3.8	0.9	-0.1	-0.2	-1.6	-9.8	-0.9	0.5	0.6
Cc1nc2ccccc2c(=O)n1-c1ccc(Cl)cc1Cl	0.6	-2.3	-3.5	-1.6	-0.5	0.1	-1.4	0.1	0.1	-0.6	-1.9
Oc1ccc(-[n+]2c(-c3ccccc3)cc(-c3ccccc3)cc2-c2ccccc2)cc1	-3.9	-43.4	12.3	-5.7	-3.0	-32.5	-2.4	9.6	0.3	-9.1	-1.6
Cc1ccc2c(c1)N(CCC(=O)N1CCC3(CC1)OCCO3)C(=O)C(C)O2 (centres undefined)	-1.2	3.3	-1.1	0.9	0.1	-1.1	-1.1	-7.2	-2.4	0.1	0.0
CN(C)C(=O)Oc1ccc(NC(=O)N2CCOCC2)cc1	-0.5	-3.9	-2.6	-0.3	-0.4	4.0	-1.3	11.6	-2.7	-1.2	1.2
COc1cc(N2CCOCC2)ccc1/C=C1\C(=O)NC(=O)N(Cc2ccc3c(c2)OCO3)C1=O	0.1	-9.2	-0.5	-0.1	-0.1	-0.5	-1.4	2.1	-4.7	-2.5	-0.9
O=C1NC(=O)C(=Cc2ccc(OCC(=O)N3CCOCC3)cc2)C(=O)N1	0.8	-1.1	-0.7	0.8	0.8	-3.1	-1.4	-9.9	0.1	0.4	0.3
CCCC/C(C)=C/[C@@H](NP(=O)(c1ccccc1)c1ccccc1)c1ccccc1	9.2*	1.3	2.1	-2.4	-0.5	1.8	-1.3	20.2*	8.6	0.3	0.1
CN1CCCN(C(=O)COc2ccc(F)cc2F)CC1	2.0	-4.1	2.1	1.0	-0.7	-2.0	-1.1	-6.3	-1.1	1.3	0.4
CCc1nc2ccc(Br)cc2c(=O)n1-c1ccccc1C(F)(F)F	-0.2	3.0	-0.3	-1.5	-0.9	1.3	-0.9	11.5	-1.4	-2.6	-0.2
COC(=O)N1C(c2ccccc2)C1c1ccccc1 (centres undefined)	0.4	7.0	-3.3	0.6	0.2	6.3	-1.3	2.9	1.4	-3.1	x
COc1ccc(OC)c2c1CCC1NCCOC21 (centres undefined)	3.7	-8.4	0.7	1.2	-0.3	-12.4	-0.9	-6.5	-2.3	-1.8	-0.7
C/C(=N\N1CCCCCC1)c1c(O)n(-c2ccccc2)c(=O)[nH]c1=O	1.8	2.1	-1.6	-1.5	-0.9	4.8	-1.2	7.0	3.6	0.3	-0.6
O=C(/C=C/c1ccccc1)N1Cc2ccccc2-n2nncc2C1	0.8	0.7	-0.6	-0.2	-0.6	1.5	-1.3	1.5	4.0	0.3	0.0
C=CCOC(=O)C1=C(C)OC(N)=C(C#N)[C@@]12C(=O)N(CC(N)=O)c1ccccc12	1.3	-4.9	-3.4	-0.9	-0.3	2.5	-1.3	-10.6	-7.2	2.8	0.5
O=[N+]([O-])c1ccccc1CNCCc1c[nH]c2ccccc12	1.0	-4.5	-3.7	1.2	-0.4	1.2	-1.1	5.0	2.7	1.4	3.3
C[C@]12CCC3C(CCC4=C/C(=N/OCC(=O)NC(CCC(=O)O)C(=O)O)CC[C@@]43C)C1CCC2O (some centres undefined)	-0.3	-5.8	-5.6	0.6	0.0	0.6	-0.5	4.9	2.6	1.5	1.5
